Screening results deposited in PubChem by The Scripps Research Institute Molecular Screening Center.
KLK7 zymogen act – activates the human kallikrein-7 zymogen. activation, % at 7 µM. 0.9% of 370,000 active. AID 652039. P49862. purified proKLK7, EDANS-DABCYL substrate fluorescence; 100% is mature enzyme control, 0% vehicle;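 active means activation above the mean of all tested compounds plus 3 SD, computed per campaign excluding outliers beyond control limits, cut at about 13% in these data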
Target sequence (P49862 whole entry, looked up): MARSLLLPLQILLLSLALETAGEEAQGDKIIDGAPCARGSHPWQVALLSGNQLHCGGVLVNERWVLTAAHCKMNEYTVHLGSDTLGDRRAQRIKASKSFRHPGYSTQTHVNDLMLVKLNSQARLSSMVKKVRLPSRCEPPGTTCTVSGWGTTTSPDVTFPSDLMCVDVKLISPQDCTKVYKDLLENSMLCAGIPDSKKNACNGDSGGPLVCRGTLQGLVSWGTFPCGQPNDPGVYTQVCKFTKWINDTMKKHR
TDP2 absorb – blocks human TDP2 phosphodiesterase activity | O95551 | recombinant TDP2, T5PNP hydrolysis, p-nitrophenol absorbance 415 nm | inhibition, % at 12.8 µM | 0.34% of 370,000 active | AID 720702;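 active means inhibition above the mean of all tested compounds plus 3 SD, set per campaign, cut at about 25% in these data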;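 further: 0% = DMSO with enzyme and 100% = buffer with substrate but no TDP2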
Target sequence (O95551 whole entry, looked up): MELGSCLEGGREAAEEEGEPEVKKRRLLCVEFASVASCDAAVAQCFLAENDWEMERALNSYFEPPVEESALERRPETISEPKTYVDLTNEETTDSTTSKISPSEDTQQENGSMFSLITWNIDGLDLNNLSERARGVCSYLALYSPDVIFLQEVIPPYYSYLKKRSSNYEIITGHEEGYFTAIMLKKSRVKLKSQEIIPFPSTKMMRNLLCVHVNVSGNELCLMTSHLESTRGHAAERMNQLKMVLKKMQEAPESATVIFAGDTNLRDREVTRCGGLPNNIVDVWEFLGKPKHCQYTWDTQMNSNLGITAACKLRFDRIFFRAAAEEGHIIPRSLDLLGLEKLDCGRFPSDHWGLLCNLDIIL
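Incubation: 2 h at 37 °C; Test system: recombinant human TDP2; Quantity: enzyme 120 nM; Read-out basis: percent inhibition; Medium: 50 mM Tris-HCl pH 7.5 with Mg2+, KCl, DTT, BSA; Repeats: single replicate; Compound: 12.8 µM single point, 1% DMSO; Signal: epi absorbance; Reagent: 5 mM T5PNP chromogenic substrate; Benchmarks: no-enzyme high, DMSO-plus-enzyme low.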
ADAM17 inh – inhibitors of human ADAM17 | 0.83% of 370,000 active | P78536 | AID 720648 | recombinant ADAM17, EDANS/DABCYL FRET peptide cleavage | inhibition, % at 6.95 µM;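 active means inhibition above the mean of compounds lying between control limits plus 3 SD, set per campaign, cut at about 8.5% in these data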;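 further: 0% = DMSO-only wells as the low control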
ARFGAP1 inh – inhibitors of rat ARFGAP1; Q62848; Arfgap1-stimulated ARF1 GTP hydrolysis, GDP FP detection; inhibition, % at 16.5 µM; 0.26% of 360,000 active;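 active means inhibition above a per-plate limit, mean inhibition of low control wells plus 3 SD, cut at about 25% in these data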;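 further: 0% = DMSO wells with enzyme and 100% = wells lacking Arfgap1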
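System: truncated rat Arfgap1 GAP domain / Medium: HEPES-based buffer, pH 7.5 / Also added: N-terminally truncated human ARF1-GTP substrate / Incubation: enzyme reaction 120 min at 25 °C after 20 min preincubation / Measured by: FP of antibody-bound GDP Alexa 633 tracer, ex 620/em 688 nm / Replicates: singlicate, each compound tested once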
PLCg1 inh – inhibitors of human phospholipase C gamma1 | P19174 | purified PLC-gamma1, fluorogenic substrate, fluorescence | inhibition, % at 12.2 µM | 0.84% of 370,000 active; in the data active means inhibition above about 9.5%
ASAP1 inh – blocks human ASAP1-stimulated Arf1 GTP hydrolysis; Q9ULH1; GDP FP detection; inhibition, % at 16.5 µM; 0.19% of 360,000 active; in the data active means inhibition above about 25%;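 further: 0% = vehicle with enzyme and substrate and 100% = no enzyme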
Target sequence (Q9ULH1 325-724 limits assumed): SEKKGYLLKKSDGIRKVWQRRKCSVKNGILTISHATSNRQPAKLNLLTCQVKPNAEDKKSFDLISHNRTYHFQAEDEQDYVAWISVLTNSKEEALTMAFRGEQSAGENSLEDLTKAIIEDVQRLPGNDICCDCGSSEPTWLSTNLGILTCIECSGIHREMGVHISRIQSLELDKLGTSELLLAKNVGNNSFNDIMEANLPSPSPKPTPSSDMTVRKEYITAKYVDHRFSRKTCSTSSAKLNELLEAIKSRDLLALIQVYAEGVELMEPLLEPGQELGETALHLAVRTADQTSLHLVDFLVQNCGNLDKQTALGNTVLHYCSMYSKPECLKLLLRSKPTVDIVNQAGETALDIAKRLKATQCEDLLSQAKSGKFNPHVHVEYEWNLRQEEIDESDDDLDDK
Tn7 DDE FP – disrupts Tn7 cyclic peptide binding to fibrin D-Dimer-E complex. FP displacement of FITC-Tn7 peptide from fibrin DD(E); 0% = median of compound wells per plate. inhibition, % at 8.3 µM. 0.13% of 370,000 active. AID 720508;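 active means inhibition above the mean of compounds falling within the control limits plus 3 SD of them, cut at about 14% in these data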;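 further: 0% = plate median of compound wells and 100% = 10 µM Aha-Tn7 peptide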
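Assay system: Fibrin-DD(E) protein isolated from polymerized human fibrin clots; read-out basis: percent inhibition; medium: Tris/NaCl/CaCl2 buffer, pH 7.8; signal: FP measurement; incubation: 10 min plus 3 h, room temperature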
LEDGF integ inh – blocks HIV-1 LEDGF/p75-dependent DNA integration; TR-FRET IN-LEDGF/p75 DNA integration, Eu/Cy5; inhibition, % at 3.7 µM; 0.64% of 370,000 active; AID 743269;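 active means inhibition above the screen-wide mean plus 3 SD, cut at about 13% in these data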;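 further: signal is the Cy5 over europium emission ratio at 671 and 618 nm; 0% = plate median of compound wells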
ADAM10 inh – ADAM10 inhibition, QFRET primary screen | recombinant ADAM10, EDANS/DABCYL FRET peptide cleavage, 3 h | inhibition, % at 7 µM | AID 720582 | 0.62% of 370,000 active;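 active means inhibition above a per-campaign cutoff equal to the mean of compounds falling between control-based bounds plus 3 SD, cut at about 20% in these data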;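 further: 0% = DMSO wells while the 100% control is not disclosed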
DDE Tn6 FP inh – DD(E)-Tn6 binding inhibition, primary FP screen; P02675; 0.21% of 370,000 active; Fibrin DD(E) TRITC-Tn6 fluorescence polarization displacement; AID 720509; inhibition, % at 8.3 µM;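 active means inhibition above a per-campaign cutoff: mean of compounds within control limits plus 3 SD, cut at about 15% in these data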;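 further: 0% = median of all compound wells on the plate and 100% = blocking peptide control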
The depositor's hits bear a star; / = no result given.

SMILES	KLK7 zymogen act	TDP2 absorb	ADAM17 inh	ARFGAP1 inh	PLCg1 inh	ASAP1 inh	Tn7 DDE FP	LEDGF integ inh	ADAM10 inh	DDE Tn6 FP inh
Cc1ccc(S(=O)(=O)N2CCC(C(=O)OC(C)C(=O)NC3CCCCC3C)CC2)cc1 (configuration not stated)	-0.7	0	-7	5	-3	-4	-2	0	-3	-6
CCCC(=O)Nc1ccc(S(=O)(=O)Nc2cc(OC)ncn2)cc1	0.3	-11	-2	-3	7	5	-1	3	5	4
O=C1CN(S(=O)(=O)c2ccc([N+](=O)[O-])cc2)CC(=O)N1	1.9	3	0	3	-1	1	-3	1	1	4
CNc1nc(NCc2ccc(C)cc2C)c2sccc2n1	0.0	-5	-3	-12	1	6	-5	4	-11	1
COCCN(C(=O)COC(=O)CSc1ccc2ccccc2c1)c1c(N)n(Cc2ccccc2)c(=O)[nH]c1=O	-0.6	5	-3	7	-2	-5	-3	1	-5	-3
CCCn1c(-c2nonc2N)nc2ccccc21	0.8	5	1	5	-2	8	-5	1	-9	-5
C[C@H]1CCC(=O)N([C@H](CSc2ccccc2)Cc2ccccc2)CC1	0.1	-9	3	2	3	4	-9	-1	5	9
CC(=O)N1CCc2cc(NC(=O)c3ccc(C)cc3)ccc21	-0.1	-1	-5	0	-1	-3	4	2	-6	-2
CCCCc1nn(-c2cc(Cl)ccc2OC)c2c1C(=O)CCC2	0.4	8	-1	2	-1	6	-1	0	-7	4
CC(CN1CCCCC1)OC(=O)c1ccccc1Cl (configuration not stated)	-0.4	2	-4	4	1	4	-1	-1	-4	3
O=[N+]([O-])c1ccc(Oc2ccc(S(=O)(=O)N3CCOCC3)cc2)cc1	-0.3	-8	1	-1	0	8	-2	2	6	10
S=C(NCc1ccco1)N1CCC(c2nc3ccccc3o2)CC1	-0.2	2	-3	-4	0	2	-1	0	-9	-9
CCOc1ccc(N(CC(=O)N2CCN(c3ccccc3F)CC2)S(=O)(=O)c2c(C)noc2C)cc1	0.3	0	6	10	3	8	-3	0	0	1
CSc1c(SCc2ccccc2)cnn(-c2ccccc2)c1=O	0.7	6	4	5	1	-8	-6	-5	-3	-6
CCC1Nc2ncnc(N3CCN(c4ccccn4)CC3)c2N(Cc2ccc(Cl)cc2)C1=O (configuration not stated)	0.3	7	-1	-5	-1	0	4	3	0	-2
CCCC(=O)N1CCCC1(C)C(=O)Nc1ccc2nc(C)ccc2c1 (configuration not stated)	2.0	3	-11	7	-19	4	6	3	-33	1
CCc1cccc(NC(=O)CCC(=O)N2CCSc3ccccc32)c1	1.1	5	1	6	2	-10	6	1	1	-1
Cc1ccsc1C(=O)OCC(=O)N1CCOCC1	-0.1	3	0	35*	2	-16	-5	0	2	-5
Cc1ccc(N2CC(C(=O)N3CCC4(CC3)CC(=O)c3ccccc3O4)CC2=O)cc1 (configuration not stated)	0.5	1	-31	5	-20	-4	3	0	-111	2
C=C(C)c1cccc(C(C)(C)NC(=O)N2CCN(C/C=C/c3ccccc3)CC2)c1	0.4	-11	1	-1	2	10	-4	-1	-2	-2
COC(=O)c1ccc(=O)n(Cc2ccco2)c1	0.7	0	-26	-2	-31	2	1	0	-59	1
CCOC(=O)c1c(C)[nH]c(C)c1C(=O)CN1C(=O)NC2(CCC(C)CC2)C1=O (configuration not stated)	0.3	3	1	4	6	7	-3	-1	1	7
COCCOC(=O)C1=C(C)NC(=O)NC1c1c(OC)ncnc1OC (configuration not stated)	-0.1	-2	-4	-9	3	-5	-6	4	-9	-5
COc1ccc(Cl)cc1-c1cc(C(=O)NCc2cccc(Cl)c2)[nH]n1	1.0	-2	5	-2	-1	-1	0	-3	11	-8
CCN1C(=O)[C@H]2[C@@H](c3ccc(C(F)(F)F)cc3)N[C@]3(CCCN(Cc4ccc(F)cc4)C3=O)[C@H]2C1=O	0.8	6	0	-4	4	-10	3	3	7	-1

Profiles as entered above. Order of screens: KLK7 zymogen act, TDP2 absorb, ADAM17 inh, ARFGAP1 inh, PLCg1 inh, ASAP1 inh, Tn7 DDE FP, LEDGF integ inh, ADAM10 inh, DDE Tn6 FP inh
Shown for `COCCN(C(=O)COC(=O)CSc1ccc2ccccc2c1)c1c(N)n(Cc2ccccc2)c(=O)[nH]c1=O` = -0.6, 5, -3, 7, -2, -5, -3, 1, -5, -3
Shown for `CC(CN1CCCCC1)OC(=O)c1ccccc1Cl` (configuration not stated) = -0.4, 2, -4, 4, 1, 4, -1, -1, -4, 3
Shown for `CNc1nc(NCc2ccc(C)cc2C)c2sccc2n1` = 0.0, -5, -3, -12, 1, 6, -5, 4, -11, 1
Shown for `Cc1ccc(S(=O)(=O)N2CCC(C(=O)OC(C)C(=O)NC3CCCCC3C)CC2)cc1` (configuration not stated) = -0.7, 0, -7, 5, -3, -4, -2, 0, -3, -6

(continued)
SMILES	KLK7 zymogen act	TDP2 absorb	ADAM17 inh	ARFGAP1 inh	PLCg1 inh	ASAP1 inh	Tn7 DDE FP	LEDGF integ inh	ADAM10 inh	DDE Tn6 FP inh
CCOC(=O)C1=C(C)NC2=C(C(=O)C(C(=O)OCC)C(c3cccc(OC)c3)C2)C1c1ccccn1 (configuration not stated)	0.4	1	-67	6	-199	-4	0	1	-196	9
COCCCNC(=O)c1cccn2c(=O)c3cc4ccccc4cc3nc12	-2.9	10	-56	4	-157	21	-6	4	-154	1
Cc1ccc(S(=O)(=O)c2nnn3c2nc(N2CCN(c4ccccn4)CC2)c2ccccc23)cc1C	-0.2	4	-3	3	-2	-14	5	-2	7	0
CCn1nc(C(=O)Nc2ccc(Cl)c(S(=O)(=O)N3CCOCC3)c2)c2ccccc2c1=O	-0.2	6	-7	9	0	0	5	-1	-1	7
CCOCCc1c(O)nc(SC)[nH]c1=O	-0.7	4	-4	0	-3	-6	1	0	-2	5
CCOc1ccccc1C(=O)N(Cc1ccco1)C1CCS(=O)(=O)C1 (configuration not stated)	-0.5	8	-2	7	2	0	-2	0	2	-5
Cc1cccc2cc3c(NC(=O)CC(C)C)nn(C)c3nc12	0.0	3	-6	4	-33	0	-2	-1	-14	6
COc1c(C)cc(Br)cc1C(=O)Nc1ccccc1N1CCN(C(=O)c2ccccc2)CC1	-0.7	-2	-1	0	2	-8	4	-2	-2	-4
O=C(O)c1c(-c2ccccc2)nnc2ccccc12	-0.5	-12	-1	4	4	-3	-6	7	10	-1
Cc1sc2nc3c(SC(C)C(=O)O)cc(C(=O)c4ccccc4O)cn3c(=O)c2c1C (configuration not stated)	8.6	-6	-4	-10	-57	-1	-2	2	-9	-7
O=C(Nc1c(-c2ccccc2)[nH][nH]c1=O)c1cnccn1	0.4	5	-4	-4	-1	10	5	-3	-11	4
Cc1cc(C)n(-c2nnc(N3CCN(c4ccc(F)cc4)CC3)nn2)n1	-0.2	-13	-7	3	-2	13	-3	-5	5	-1
COc1cc(/C=C2/NC(=O)NC2=O)ccc1OCC(=O)Nc1ccc(F)cc1	-1.8	-5	-1	6	1	3	-2	-4	-11	2
CCOC(=O)CSc1ncnc2c1c(-c1ccccc1)cn2-c1ccc(OC)cc1	-6.3	8	-2	2	-3	3	3	1	-2	-1
CCN(C(=O)C(C)OC(=O)c1nn(-c2ccccc2C(F)(F)F)cc1O)c1ccccc1 (configuration not stated)	-0.2	-7	-2	9	-3	12	1	-5	-4	4
CC(=O)NS(=O)(=O)c1ccc(NC(=O)[C@@H]2CCCN2S(=O)(=O)c2ccc(Cl)cc2)cc1	-0.1	5	-2	-18	-3	-3	1	-1	-5	4
O=C(CN(CCO)c1ccccc1)Nc1cccc(S(=O)(=O)N2CCCC2)c1	0.1	8	-1	14	0	8	-6	5	1	0
Cc1csc(SCC(=O)N(C)C2CCS(=O)(=O)C2)n1 (configuration not stated)	-0.2	-18	-8	-8	5	-10	0	0	0	-5
O=C(c1ccccc1)N1CCN(C(=O)c2cc3ccccc3o2)CC1	-0.3	0	0	1	1	-7	-2	1	2	4
COc1ccc(N(CC(=O)NN=C2CCCC2)S(=O)(=O)c2ccccc2)cc1Cl	-0.3	-5	1	-1	-3	-2	6	0	3	1
O=C1NCCN1Cc1ccc(Cl)cc1	1.0	-11	2	3	7	-13	6	3	-3	9
COc1cc(OC)cc(C(=O)NNC(=S)Nc2ccc(S(N)(=O)=O)cc2)c1	-0.3	-13	0	-4	-1	-2	2	-4	0	-8
O=C(O)CCCCCN1C(=O)/C(=C/c2ccncc2)SC1=S	0.7	-4	-3	-5	-1	-9	-6	1	-4	5
CCOC(=O)C(=O)NCC(c1cccs1)S(=O)(=O)c1ccc(Cl)cc1 (configuration not stated)	-0.1	8	-2	-8	2	0	-1	-1	-1	10
CNC(=O)C1CC(=O)N(CCCc2ccccc2)C(=Nc2ccccc2)S1 (configuration not stated)	0.1	7	-1	7	2	-9	10	-3	1	4
SMILES	KLK7 zymogen act	TDP2 absorb	ADAM17 inh	ARFGAP1 inh	PLCg1 inh	ASAP1 inh	Tn7 DDE FP	LEDGF integ inh	ADAM10 inh	DDE Tn6 FP inh
Cc1nonc1OCCn1nnnc1N	0.2	12	-1	0	7	-10	6	3	-2	1
O=C(CSc1nnc(CNC(=O)c2c(F)cccc2Cl)o1)NC1CCCC1	-0.4	3	-6	-2	1	-10	6	0	-2	-1
CCNC(=S)NNC(=O)c1ccccc1OC(F)F	-0.8	0	-1	9	5	2	2	2	10	5
S=c1[nH]nc(-c2n[nH]c3c2CCC3)n1N=Cc1ccco1	1.0	4	-4	/	-2	/	-3	-2	-10	0
CC(C)(C)c1ccc(C(=O)NCC2CCCN2S(=O)(=O)c2ccccc2)cc1 (configuration not stated)	0.0	-7	0	12	5	3	1	-3	-6	-7
CCOC(=O)c1ccc2c(c1)C(=O)N(C1CCCCC1)C2=O	0.2	-14	-2	2	2	2	-1	0	5	-6
COC(=O)Cn1cc(C(=O)C(F)(F)F)c2ccccc21	-0.4	13	-4	2	3	1	3	0	3	3
Cc1cc(CNC(=O)Cc2ccccc2)c2ccccc2n1	-0.8	2	-8	0	-2	5	5	-3	1	3
Clc1ccc(SCCn2cncn2)cc1	-0.5	1	1	2	6	-3	-11	4	2	5
CCc1ccc(C2CC(c3ccc(C)cc3)Nc3nc(N)nn32)cc1 (configuration not stated)	-1.6	-11	-99	4	-112	-6	5	4	-341	-7
COc1cc(C(=S)N2CCCC2)cc(Cl)c1OCC(=O)Nc1ccc(C)cc1C	-0.3	-21	0	4	8	-4	-5	-2	4	-3
